Source: PubChem (Sanford-Burnham Center for Chemical Genomics)
GPR55 activation: selective activators of receptor GPR55 – imaging, U2OS cells, beta-arrestin-GFP redistribution, primary screen (AID 1961); 290,000 tested, 0.048% active; one-dose activation, % at 10 µM; EC50 in µM for titrated hits; U2OS GPR55 beta-arrestin-GFP redistribution imaging; higher % means a stronger effect;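 active means activation above 40% with more than 50 cells counted in the well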;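 further: U2OS osteosarcoma cells stably expressing GPR55 and beta-arrestin-GFP; plate controls were DMSO negative control for no effect and LPI positive control for full effect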
KOR beta-arrestin-1: kappa opioid receptor blockers – cell-based, luminescence, uHTS (AID 1778); KOR beta-arrestin recruitment, luminescence, antagonist mode; higher % means a stronger effect; one-dose inhibition, % at 10 µM; IC50 in µM for titrated hits; 290,000 tested, 0.091% active; in the data active means inhibition above about 50%; further: strong numbers were not always called active
AID2073: inhibitors of Mint1-CaV2.2 protein interaction, biochemical, HTRF (AID 2073); HTRF protein-protein interaction, Mint1-CaV2.2; higher % means a stronger effect; inhibition, % at 20 µM; hits with a dose series show IC50 in µM; 290,000 tested, 0.19% active; in the data active means inhibition mostly above about 51%, no sharp cut-off; further: some results filed as inactive read as strong as hits
GPR55 antagonists: GPR55 antagonists blocking LPI-driven arrestin recruitment, primary screen, imaging, U2OS, beta-arrestin-GFP, LPI agonist (AID 2013); U2OS GPR55 beta-arrestin-GFP translocation imaging, LPI antagonism; higher % means a stronger effect; one-dose inhibition, % at 10 µM; IC50 in µM for titrated hits; 290,000 tested, 0.13% active;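 active means spots per cell inhibited over 60%, with over 100 cells counted and total cytoplasm intensity under 500,000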;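 further: U2OS cells stably carrying GPR55 and arrestin-GFP stimulated by 5 µM LPI near EC80; imaged beta-arrestin-GFP aggregate spots per cell after agonist stimulation; plate controls were LPI-stimulated DMSO wells for no effect and DMSO wells without LPI for full effect; some results filed as inactive read as strong as hits; confirmed hits need IC50 under 10 µM and bright autofluorescent wells are also inconclusive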
KOR beta-arrestin-2: kappa opioid receptor activators – cell-based, luminescence, uHTS, primary screen (AID 1777). KOR beta-arrestin recruitment, luminescence; higher % means a stronger effect. activation, % at 10 µM, or EC50 in µM where a hit was titrated. 280,000 tested, 0.02% active; in the data active means activation above about 50%, passing the limit was not always enough; further: a part of the inactive calls stands beside numbers as strong as those of hits
NOD1 inhibition: inhibition of NOD1-driven NF-kB reporter – cell-based, luminescence, uHTS, primary screen (AID 1578); NOD1-driven NF-kB luciferase reporter cells, luminescence; higher % means a stronger effect; 290,000 tested, 1% active; inhibition, % at 4 µM; hits with a dose series show EC50 in µM; in the data active means inhibition mostly above about 36%, no sharp cut-off; inactive means mostly below about 34%;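 further: HEK-293T reporter cells stimulated with the NOD1 agonist gamma-tri-DAP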
GPR35 antagonists: GPR35 antagonists blocking zaprinast-driven arrestin recruitment, primary screen, imaging, U2OS, beta-arrestin-GFP, zaprinast agonist (AID 2058). U2OS GPR35 beta-arrestin-GFP translocation imaging, zaprinast antagonism; higher % means a stronger effect. one-dose inhibition, % at 10 µM; IC50 in µM for titrated hits. 290,000 tested, 0.052% active;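 active means inhibition of at least 50% with at least 30 cells and total cytoplasm GFP at most 10,000,000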
HIV peptide binding: cell-free HIV fusion peptide-binding blockers – biochemical, uHTS, fluorescence dequenching, primary screen (AID 1986). inhibition, % at 20 µM; hits with a dose series show IC50 in µM. cell-free peptide binding, fluorescence dequenching, 30 min; higher % means a stronger effect. 290,000 tested, 0.3% active; in the data active means inhibition mostly above about 52%, no sharp cut-off; inactive means mostly below about 76%; further: some results filed as inactive read as strong as hits
SIAH1 antagonists: Siah-1 peptide-binding antagonists, primary screen, biochemical, fluorescence polarization, rhodamine-plectin, uHTS (AID 1817). Siah-1 / rhodamine-plectin peptide fluorescence polarization; higher % means a stronger effect. displacement, % at 20 µM, or IC50 in µM where a hit was titrated. 290,000 tested, 0.02% active;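 active means displacement of at least 50% at 20 µM, with a fluorescence ratio check between 0.3 and a set limit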;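 further: plate controls were Siah plus tracer with DMSO for no effect and tracer alone without Siah for full effect; strong numbers were not always called active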
Numbers without * were called inactive; x = no result given; [ ] = remark or other dose. Some of the compounds tested. The share of hits here may be higher or lower than overall.

SMILES	GPR55 activation	KOR beta-arrestin-1	AID2073	GPR55 antagonists	KOR beta-arrestin-2	NOD1 inhibition	GPR35 antagonists	HIV peptide binding	SIAH1 antagonists
CCOC(=O)c1c(-c2ccccc2)[nH]c2ccc(O)cc12	0.2%	-74.7%	33.2%	-7.6%	-4.7%	-1.1%	-0.8%	-2.1%	-3.0%
NS(=O)(=O)c1ccc(NC2=CC(c3ccc(F)cc3)N(c3ccc(S(N)(=O)=O)cc3)C2=O)cc1 (configuration not stated)	-0.1%	12.6%	7.3%	-2.0%	1.9%	-12.0%	4.9%	-0.3%	-2.3%
O=C(NCCC(=O)N1CCN(c2ncccn2)CC1)c1ccccc1Cl	-0.1%	-10.6%	0.1%	-1.6%	1.0%	-17.1%	-0.9%	3.3%	-0.3%
O=C(CNC(=O)c1ccccc1)N/N=C/c1ccc([N+](=O)[O-])s1	0.1%	23.3%	-15.1%	13.2%	-5.6%	-2.6%	0.4%	11.8%	15.8%
O=C(CCN1CCc2ccccc2C1)Nc1ccc2c(c1)OCO2	-0.1%	33.2%	-4.7%	4.0%	-2.7%	-11.1%	13.5%	-1.5%	0.0%
Cc1ncc(CN2CCCC(C(=O)Nc3ccc(-c4ccco4)cc3)C2)n1C (configuration not stated)	0.2%	29.8%	-2.6%	0.0%	-1.9%	-1.4%	-5.4%	0.7%	0.9%
COc1ccc(-c2nc(S(=O)(=O)c3ccccc3)c(N3CCOCC3)o2)cc1	-0.3%	25.7%	1.3%	3.2%	2.7%	-13.1%	-4.4%	-0.8%	2.4%
O=C(Oc1ccc2c(c1)OCO2)c1cccs1	0.0%	16.6%	4.1%	16.1%	-6.5%	-1.4%	8.0%	-1.9%	-1.3%
CCCc1cc(=O)oc2cc(OCC(=O)N3C[C@H]4C[C@@H](C3)c3cccc(=O)n3C4)c(Cl)cc12	-0.1%	7.2%[20 µM]	3.1%	9.2%	-7.5%	-5.2%	-7.8%	0.8%	2.4%
Cc1cccc(NC(=O)CCS(=O)(=O)c2cccc3nonc23)c1C	-0.2%	-22.9%	-2.2%	-3.2%	2.0%	-22.4%	0.2%	-0.6%	-2.1%
O=C(COC(=O)c1ccc(Br)cc1)NC1CCCC1	0.2%	0.1%	12.9%	-5.2%	-0.2%	-16.1%	2.3%	-0.3%	-0.4%
CCC(C)Oc1cc(-c2ccnc(Nc3cccc(Cl)c3)n2)ccn1 (configuration not stated)	0.3%	-13.1%	4.2%	10.3%	2.9%	47.0%*	7.1%	2.1%	-2.4%
COc1ccc(OC)c(/C=N/NC(=O)c2cc(-c3ccc(C)o3)nc3ccccc23)c1	-0.2%	-35.6%	21.8%	-6.1%	2.7%	-41.0%	-2.7%	4.6%	0.3%
Cc1cc(C(=O)COc2cc(F)ccc2[N+](=O)[O-])c(C)n1C1CC1	-0.3%	2.7%	-6.0%	10.9%	-7.8%	-14.9%	4.7%	-3.6%	11.6%
CCOc1ccc(CN2C(=O)c3ccccc3C2=O)cc1C(=O)O	-0.1%	3.5%	10.8%	2.6%	1.9%	4.0%	-3.7%	-1.1%	-2.8%
O=C(c1ccc(NC(=S)NCc2ccc(Cl)cc2)cc1)N1CCCCC1	-0.9%	-34.1%	-17.1%	-1.1%	3.7%	-12.3%	2.0%	-1.0%	2.0%
Cc1cccc(CSc2nc3c(c(=O)[nH]2)CCCC3)c1	-0.1%	3.9%	12.0%	11.4%	5.0%	-23.7%	0.1%	1.0%	7.3%
COc1ccc2oc(C(=O)OCC(=O)NC3CC3)c(C)c2c1	-0.1%	-31.6%	18.7%	-3.1%	3.6%	0.6%	-14.1%	-0.4%	-4.0%
CCOc1ccc(S(=O)(=O)NC2CCCC2)cc1C	-0.1%	-55.9%	13.6%	-4.3%	4.9%	22.6%	-6.8%	0.1%	-3.7%
CCNc1nnc(-c2ccc(C)cc2)o1	0.8%	10.1%	4.1%	-4.6%	-0.7%	-48.9%	11.0%	0.7%	5.6%
COC(=O)c1ccc(N2CCN(C(C)=O)CC2)c(NC(=O)c2cccnc2)c1	-0.1%	-19.7%[20 µM]	16.5%	2.5%	x	-8.3%	8.1%	-1.3%	1.6%
O=C(COc1ccc(S(=O)(=O)N2CCOCC2)cc1)Nc1ccc2c(c1)OCCO2	-0.1%	17.9%	4.0%	-3.0%	1.4%	-12.5%	0.2%	-1.1%	-2.7%
CCOc1ccc(-c2nc(C#N)c(N3CCN(Cc4ccccc4)CC3)o2)cc1	-0.1%	17.4%	-5.8%	-5.8%	-3.9%	-2.1%	8.9%	-0.3%	5.4%
Cc1ccc(/C=N/NC(=O)c2nnn(-c3nonc3N)c2CSc2ccccc2)cc1	-0.1%	-4.4%	5.8%	0.7%	0.7%	0.8%	15.7%	2.5%	2.0%
CC(NC(=O)C1CC=CCC1C(=O)O)C1CC2CCC1C2 (configuration not stated)	-0.4%	29.5%	1.5%	4.2%	-2.3%	-30.7%	2.2%	6.1%	-1.9%
O=C(NCCCN1CCCCCC1)C1CCCN(S(=O)(=O)c2cccc3nsnc23)C1 (configuration not stated)	-0.4%	0.6%	3.9%	8.0%	5.6%	-5.7%	14.9%	-0.4%	13.7%
CC(C)(C)NC(=O)CN1CCC(NC(=O)C23CC4CC(CC(C4)C2)C3)CC1	-0.5%	16.4%	-7.9%	-2.0%	-1.4%	-21.2%	-8.4%	0.7%	0.5%
O=C(COC(=O)c1ccc(NS(=O)(=O)c2cccs2)cc1)NCc1ccco1	0.0%	17.2%	59.4%*	-3.9%	-1.8%	-7.4%	-2.9%	47.2%	13.1%
O=C(C1CC(=O)N(c2ccc3c(c2)OCCO3)C1)N1CCN(c2ccccc2)CC1 (configuration not stated)	0.2%	8.3%	40.3%	-0.7%	-2.4%	-25.0%	-15.6%	-0.7%	32.9%
CSCCOC(=O)COc1ccc(/C=N/NC(=O)c2nn(C)cc2Cl)cc1	-0.2%	21.2%	1.1%	-9.5%	2.5%	-18.0%	4.7%	-0.7%	0.7%
Cc1cc(C)cc(OCC(=O)O/N=C(\N)Cc2ccc([N+](=O)[O-])cc2)c1	0.2%	1.8%	-7.6%	4.8%	x	0.0%	-6.8%	-1.2%	1.7%
CCN1C(=O)c2cccc3c(S(=O)(=O)Nc4ccc(OC)cc4OC)ccc1c23	-0.1%	27.4%	-2.1%	11.3%	-4.3%	5.7%	10.1%	-1.9%	-2.0%
COCCNC(=S)NC1CC2CCCC(C1)N2Cc1ccco1 (configuration not stated)	-0.3%	-5.9%	10.8%	13.6%	-0.3%	44.4%	5.7%	-4.0%	-0.2%
Cc1cc(C)cc(OCc2nnc(SCC(=O)c3ccc(Br)cc3)o2)c1	-0.2%	18.0%	-4.0%	15.1%	-1.0%	x	7.8%	-3.3%	1.9%
Cc1ccc(/C=N/NC(=O)c2ccccc2OCc2cccc(Br)c2)o1	0.6%	-20.2%	3.6%	-22.6%	-3.4%	-16.1%	-8.0%	-2.8%	11.9%
CC1CCC2C(=O)N(c3ccc(Cc4ccncc4)cc3)C(=O)C2C1 (configuration not stated)	-0.1%	-42.2%	-0.8%	-7.6%	-2.1%	11.4%	-2.3%	-1.3%	3.1%
O=C(Nc1nsc(-c2ccccc2)n1)c1ccncc1	0.3%	-20.6%	4.0%	1.9%	0.1%	-0.1%	22.0%	0.9%	1.5%
Cc1nnc(NC(=O)CSc2nnc(CC(=O)Nc3ccccc3C)n2C)s1	0.7%	-24.3%	37.2%	-3.9%	2.4%	-16.9%	-6.3%	0.2%	-4.5%
Cc1ccc(S(=O)(=O)NCC(=O)N(CC(=O)NCC2CCCO2)Cc2ccc(Cl)cc2)cc1 (configuration not stated)	1.0%	-19.7%	16.7%	-5.7%	-1.2%	6.5%	9.7%	0.0%	-3.0%
CC(=O)C1=C(O)C(=O)N(c2ccc(O)cc2)C1c1ccc(C)cc1 (configuration not stated)	0.3%	-20.7%	11.3%	-1.6%	3.7%	-47.0%	3.2%	1.5%	5.8%

3 of the compounds above, with two lines to a compound:
The line under a structure holds: GPR55 activation, KOR beta-arrestin-1, AID2073, GPR55 antagonists, KOR beta-arrestin-2, NOD1 inhibition, GPR35 antagonists, HIV peptide binding, SIAH1 antagonists
O=C(Oc1ccc2c(c1)OCO2)c1cccs1
 : 0.0%, 16.6%, 4.1%, 16.1%, -6.5%, -1.4%, 8.0%, -1.9%, -1.3%
CCCc1cc(=O)oc2cc(OCC(=O)N3C[C@H]4C[C@@H](C3)c3cccc(=O)n3C4)c(Cl)cc12
 : -0.1%, 7.2%[20 µM], 3.1%, 9.2%, -7.5%, -5.2%, -7.8%, 0.8%, 2.4%
Cc1cccc(NC(=O)CCS(=O)(=O)c2cccc3nonc23)c1C
 : -0.2%, -22.9%, -2.2%, -3.2%, 2.0%, -22.4%, 0.2%, -0.6%, -2.1%

Further records follow:
SMILES	GPR55 activation	KOR beta-arrestin-1	AID2073	GPR55 antagonists	KOR beta-arrestin-2	NOD1 inhibition	GPR35 antagonists	HIV peptide binding	SIAH1 antagonists
CCOC(=O)c1c2n(c3c(NCc4ccccc4)ncnc13)CCCC2	0.2%	12.4%	3.2%	3.2%	0.9%	-34.4%	11.6%	1.0%	0.5%
O=C(Nc1c[nH]c(=O)[nH]c1=O)c1cccc([N+](=O)[O-])c1	-0.2%	-15.2%	4.2%	89.4%	0.3%	28.0%	6.7%	3.4%	6.1%
CC1CCCN(CCCOc2ccc(Cl)cc2Br)C1 (configuration not stated)	-0.2%	10.5%	-2.0%	8.7%	-0.1%	-3.3%	10.9%	-1.0%	-1.2%
C=CCNC(=O)c1ccccc1NC(=O)C1CCN(S(=O)(=O)c2ccc(SC)cc2)CC1	-0.1%	-41.0%	11.1%	-9.1%	4.8%	25.5%	7.0%	-1.1%	-6.1%
COc1ccc(CCNC(=O)CC2SC(=NCc3ccccc3OC)NC2=O)cc1 (configuration not stated)	0.7%	15.4%	9.3%	-10.8%	-6.5%	-19.2%	-3.0%	0.6%	-5.7%
CCc1ccnc(NC(=O)Nc2ccc(OCc3ccccc3)cc2)c1	-0.1%	42.0%	14.9%	1.4%	18.9%	-12.4%	6.5%	-2.3%	-1.0%
COc1nnc(-c2ccc(C)c(S(N)(=O)=O)c2)c2ccccc12	-0.1%	15.6%	4.0%	7.9%	-5.1%	-2.1%	17.3%	1.5%	8.4%
COc1ccccc1N1CCN(C(=O)Nc2ccc([N+](=O)[O-])cc2)CC1	0.6%	x	-2.0%	8.8%	2.8%	-40.4%	2.4%	0.1%	-1.0%
Cc1ccc(C(C2=C(O)CC(C)(C)CC2=O)C2C(=O)CC(C)(C)CC2=O)o1 (configuration not stated)	0.0%	-20.9%	11.4%	-8.0%	-0.4%	16.7%	21.7%	2.4%	5.9%
COC(=O)COc1ccc(S(=O)(=O)N2CCCCCC2)cc1	0.6%	6.2%	10.9%	-15.8%	1.2%	-32.8%	-6.5%	0.4%	0.9%
Cc1cc(C)nc(N2C(=O)CC(Cc3ccc(Cl)cc3)C2=O)n1 (configuration not stated)	-0.1%	-13.3%[20 µM]	2.6%	3.4%	x	-21.7%	2.5%	1.4%	1.9%
